Assay outcomes from PubChem.
APE1 inh: blocks human APE1 abasic DNA cleavage | AID 2517 | recombinant APE1, TAMRA/BHQ-2 abasic DNA cleavage fluorescence | 0.35% of 350,000 active | P27695 | Potency, µM (series often up to 65.8 µM), without a hit: at the highest dose activity change, negative = inhibition, most hits filed as inhibitors;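 further: potency means the concentration at half of the fitted maximal effect; plate controls were vehicle for no effect and reference inhibitor for full effect; nearly all actives have a fitted effect of over 55% in size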
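Step 1: APE1 (0.75 nM) with compound, 15 min RT. Step 2: add 50 nM fluorophore/quencher THF duplex. Step 3: three fluorescence reads 60 s apart (525/598 nm); read 3 minus read 1 = reaction progress.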
POLK inh: inhibitors of human DNA polymerase kappa. 0.53% of 400,000 active. purified Pol kappa, fluorescent DNA synthesis assay, 10 min. Q9UBT6. AID 588579. Potency, µM (series often up to 107 µM), for the others: at the top dose activity, negative = inhibition, hits mostly inhibitors; further: potency means the concentration at half of the fitted maximal effect; on the % scale 0 is the no-effect control and ±100 the full control effect
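Kinetic fluorescence readout at 0 and 10 min followed reaction start with substrate at 50 nM final. Beforehand, enzyme (10 nM Pol kappa) stood 15 min with compound at room temperature; buffer-only wells were negative controls.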
POLB inh: inhibitors of human DNA polymerase beta. P06746. Pol beta primer extension/strand displacement, fluorescence kinetic. Potency, µM (series often up to 114 µM), for inactives: top-dose activity change, negative = inhibition, most hits filed as inhibitors. 1.3% of 340,000 active. AID 485314; further: potency means the concentration at half of the fitted maximal effect; on the % scale 0 is the no-effect control and ±100 the full control effect
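Homogeneous kinetic assay of primer extension and strand displacement by 10 nM Pol beta, preincubated 15 min at room temperature with compound before 50 nM substrate (final) was added. Read at 0 and 10 min; four-parameter Hill fit.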
Anesthetic bind: binds horse apoferritin like a general anesthetic | P02791 | apoferritin/1-aminoanthracene competitive binding, fluorescence | Potency, µM (titrated, usually from 77.5 µM), without a hit: at the top dose activity change, negative = displacement, most hits filed as inhibitors | 0.074% of 350,000 active; further: potency means the concentration at half of the fitted maximal effect; on the % scale 0 is the no-effect control and ±100 the full control effect; nearly all actives have a fitted effect of over 20% in size
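Horse-spleen apoferritin (10 uM) was mixed with 50% saturated 1-aminoanthracene in PBS, exposed to compounds for 10 min at room temperature, and read for fluorescence (ex 380 nm, em 535 nm). Competitive displacement was fitted with a four-parameter Hill equation.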
Pol iota inh: blocks human DNA polymerase iota activity; Potency, µM (doses to about 115 µM), without a hit: at the highest dose activity, negative = inhibition, hits mostly inhibitors; 1% of 390,000 active; Pol iota fluorescent replication assay, 10 min; Q9UNA4; further: potency means the concentration at half of the fitted maximal effect
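Fluorescent replication assay read twice, at 0 min and 10 min after adding 50 nM (final) substrate. Enzyme (10 nM) and compounds were first incubated 15 min at room temperature; enzyme-free buffer wells were negative controls.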
12-LOX inh: ALOX12 (human) lipoxygenase inhibition; P18054; purified 12hLO, xylenol orange hydroperoxide absorbance; Potency, µM (titrated, usually from 108 µM), inactives show at the top dose activity change, negative = inhibition, usual class: inhibitors; 1.1% of 580,000 active; AID 1671190; further: potency means the concentration at half of the fitted maximal effect; on the % scale 0 is the no-effect control and ±100 the full control effect
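Purified human 12hLO at 150 nM in 25 mM Hepes, 0.01% Triton X-100, pH 7.0, preincubated 15 min at room temperature with compound. Reaction started with 40 uM arachidonic acid, 30 min at room temperature. Hydroperoxide measured by Fe-xylenol orange, 573/405 nm absorbance ratio.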
TRHR ag: activates the human TRH receptor. 0.18% of 360,000 active. P34981. activation, % at 2 µM. TRHR cells, calcium flux fluo-8, FDSS agonist mode; in the data active means activation above about 30%; further: 0% is about no effect
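Agonist-mode FDSS calcium read (Ex 480/Em 530, 1 s cycles) in 1536-well TRHR cells with fluo-8 dye, after 10-cycle baseline and 23 nL compound addition; TRH at EC20 (10 nM final) added afterwards for the enhancer phase.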
BLM helicase inh: Bloom syndrome helicase (human) inhibition; P54132; recombinant BLM DNA unwinding, fluorescence dequenching; Potency, µM (highest dose often 56.1 µM), for the others: at the top dose activity change, negative = inhibition, most hits filed as inhibitors; 0.2% of 350,000 active; AID 2528;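 further: potency means the concentration at half of the fitted maximal effect; plate controls were vehicle for no effect and no enzyme for full effect; nearly all actives have a fitted effect of over 35% in size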
Target sequence (P54132 whole entry, looked up): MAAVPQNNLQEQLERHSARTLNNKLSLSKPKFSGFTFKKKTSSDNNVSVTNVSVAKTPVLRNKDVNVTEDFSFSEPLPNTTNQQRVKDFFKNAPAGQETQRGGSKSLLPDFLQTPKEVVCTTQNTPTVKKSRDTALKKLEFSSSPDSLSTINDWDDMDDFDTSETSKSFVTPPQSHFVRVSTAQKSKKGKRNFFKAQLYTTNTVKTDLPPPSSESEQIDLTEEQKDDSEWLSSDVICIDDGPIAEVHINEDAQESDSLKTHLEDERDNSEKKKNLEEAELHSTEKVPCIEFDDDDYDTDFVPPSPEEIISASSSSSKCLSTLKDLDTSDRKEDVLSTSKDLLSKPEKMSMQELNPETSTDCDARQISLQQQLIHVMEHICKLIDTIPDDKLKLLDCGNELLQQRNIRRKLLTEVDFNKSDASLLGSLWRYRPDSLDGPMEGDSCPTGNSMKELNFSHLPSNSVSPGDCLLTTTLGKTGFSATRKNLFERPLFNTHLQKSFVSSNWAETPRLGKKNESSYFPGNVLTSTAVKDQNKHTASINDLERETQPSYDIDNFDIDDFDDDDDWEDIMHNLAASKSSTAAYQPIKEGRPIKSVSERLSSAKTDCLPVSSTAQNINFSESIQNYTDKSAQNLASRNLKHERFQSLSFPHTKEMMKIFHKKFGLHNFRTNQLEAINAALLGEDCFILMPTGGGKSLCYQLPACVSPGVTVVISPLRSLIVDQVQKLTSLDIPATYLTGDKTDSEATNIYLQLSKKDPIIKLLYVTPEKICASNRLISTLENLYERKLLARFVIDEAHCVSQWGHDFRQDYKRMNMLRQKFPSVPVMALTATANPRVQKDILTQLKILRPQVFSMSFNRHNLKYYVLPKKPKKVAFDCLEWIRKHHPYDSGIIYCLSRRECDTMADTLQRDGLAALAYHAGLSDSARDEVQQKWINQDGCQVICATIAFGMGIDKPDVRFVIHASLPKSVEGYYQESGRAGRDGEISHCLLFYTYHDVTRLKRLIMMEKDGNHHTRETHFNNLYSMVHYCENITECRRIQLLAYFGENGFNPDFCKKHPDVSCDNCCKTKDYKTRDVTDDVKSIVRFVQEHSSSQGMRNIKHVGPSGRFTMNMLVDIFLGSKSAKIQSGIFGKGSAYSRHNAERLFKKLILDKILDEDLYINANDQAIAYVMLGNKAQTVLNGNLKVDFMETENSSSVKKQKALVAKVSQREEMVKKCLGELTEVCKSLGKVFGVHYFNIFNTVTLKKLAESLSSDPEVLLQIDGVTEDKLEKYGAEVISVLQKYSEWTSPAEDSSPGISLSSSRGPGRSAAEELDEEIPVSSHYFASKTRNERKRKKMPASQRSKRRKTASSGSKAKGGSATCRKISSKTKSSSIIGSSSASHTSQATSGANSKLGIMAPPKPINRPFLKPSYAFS
ERG-DNA inh: blocks human ERG Ets domain binding to DNA | P11308 | fluorescence polarization, His-ERG Ets domain / labelled DNA | Potency, µM (doses to about 76.9 µM), for inactives: at the top dose FP activity, negative = inhibition, actives largely listed as inhibitors | 0.028% of 370,000 active; active means well fitted inhibition curve with a large enough effect in the polarisation, with a control signal flat; inconclusive means small, poorly fitted or top-dose-only effect, or effect the other way, or a change in a side signal; inactive means no such curve, though single readings can be large or run the other way; the % refers to the polarisation;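 further: polarization taken with two DNA probes labelled with fluorescein and Texas red; potency means the concentration at half of the fitted maximal effect; % of control where 0% means no effect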
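His-tagged ERG Ets domain (1 uM in the protein solution; 300mM KCl, 50mM Tris-HCl, 1mM EDTA, 1mM DTT, pH 7.5) received compound, then a probe mix of 5 nM fluorescein-DNA and 100nM Texas-615-DNA. Fluorescence polarization was read for both dyes.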
Numbers without * were called inactive; i = inactive; ? = inconclusive; / = no result given; & = joins results of further samples; [ ] = remark or other dose. Unless noted, the call rests on the fitted dose curve; in most records, active means well fitted curve in the direction sought with a large enough effect; inconclusive means small, poorly fitted or top-dose-only effect, or another doubt; inactive means no such curve, though single readings can be large; an effect the other way counts as inactive or inconclusive. An excerpt (hit frequency here may not be typical).

SMILES	APE1 inh	POLK inh	POLB inh	Anesthetic bind	Pol iota inh	12-LOX inh	TRHR ag	BLM helicase inh	ERG-DNA inh
COC(=O)/C=C/c1ccc(-n2cncn2)cc1	0%	-3%	3%	1%	8%	5%	0.3	-2%	-10%
CCN(CC)S(=O)(=O)c1ccc(C(=O)NCCN2C(=O)S/C(=C\c3cccnc3)C2=O)cc1	-1%	-16%	19%	-24%	-17%	-21%	-0.9	-1%	-3%
CCCC(=O)NC(c1ccco1)c1cc(Cl)c2cccnc2c1O (configuration not stated)	-2%	4%	-2%	-6%	-5%	0%	0.7	-5%	12%
COc1ccc(C(=O)NC(C)CCc2ccccc2)c(O)c1 (configuration not stated)	-14%	-4%	40%	-2%	26%	-2%	-0.7	-11%	-9%
COc1ccccc1Cc1nc2ccccc2nc1SCC(=O)N1CCc2ccccc21	/	-9%[60.1 µM]	1%	246%[activator]	-12%	0%	0.2	-4%	0%
Nc1c(N(CCC2=CCCCC2)C(=O)Cc2ccccc2F)c(=O)[nH]c(=O)n1Cc1ccccc1	3%	-5%	/	/	14%	-7%	2.8	/	/
COc1cc(OC)cc(C(=O)N2CCN(c3ncccn3)CC2)c1	4%	2%	13%	-11%	29%	0%	0.7	0%	-1%
CC(=O)C1C(c2ccc(OC(F)F)cc2)NC(=O)NC1(O)C(F)(F)F (configuration not stated)	-1%	5%	7%	0%	4%	-7%	0.6	2%	4%
COc1cc(CCC(=O)Nc2ccncc2Cl)cc(OC)c1OC	19%	-5%	19%	0%	19%	14%	0.5	-1%	6%
CC(C)c1nccn1S(=O)(=O)c1cc([N+](=O)[O-])ccc1Cl	4%	-5%	35%	-13%	35%	2%	0.0	6%	3%
CC(C)C[C@H](NC(=O)OC(C)(C)C)C(=O)N[C@@H](CO)[C@H](O)[C@@H]1C[C@@H]1C(=O)N1CCCC1	66%[activator]	-11%	2%	-3%	14%	-1%	-0.1	0%	6%
CC(=O)N1CCc2cc(S(=O)(=O)NCCC(=O)NC3CCCCCC3)ccc21	16%	-2%	16%	-17%	37%[activator]	-15%	-0.6	-1%	5%
CC(C)(C)NC(=O)C(c1ccncc1)N(C(=O)Cn1nnc(-c2cccs2)n1)C1CCCCC1 (configuration not stated)	-3%	-11%	-1%	-3%	?	37%[activator]	-0.5	-4%	7%
COc1ccc(C)cc1NC(=O)CSc1nc(=O)n(CCCN2CCOCC2)c2c1CCCC2	26%	-17%	/	/	24%	21%	-0.8	/	-7%
Cc1ccc(C)c(Sc2ccc(NC(=O)CCl)cc2)c1	0%	7%	-22%	?	-7%	-28%	0.5	-21%	0%
CC(C)(C)c1ccc(C(=O)Nc2ccc(-c3nc4ccccc4o3)c(O)c2)cc1	/	-4%	31%	3%	-8%	-4%	0.6	-1%	3%
CCCCc1nc2n[nH]c(N)c2c2c1CCC2	2%	-7%	1%	-11%	1%	5%	-0.2	-3%	0%
Cc1ccc(NC(=O)NC(=O)N(C(C)C)S(=O)(=O)c2ccc(C)cc2)cc1	18%	-10%	89µM*	?	7%	?	-0.4	-2%	9%
C[C@H](CO)N1C[C@H](C)[C@@H](CN(C)S(=O)(=O)c2ccc(F)cc2)Oc2ccc(NC(=O)Cc3cn(C)c4ccccc34)cc2C1=O	-5%	0%	/	/	6%	-12%	/	/	10%
O=C(c1cc(-c2ccc(F)cc2)on1)N1CCCC1	-2%	-1%	7%	-10%	23%	2%	0.6	1%	0%
Cc1ccccc1NC(=O)C(=O)NC(C)CCc1ccccc1 (configuration not stated)	8%	-20%	43%	-15%	17%	0%	-0.2	7%	-6%
O=C(CSc1n[nH]c(-c2ccccc2)n1)N1CCN(c2ccc(F)cc2)CC1	/	-9%[60.1 µM]	-24%	-11%	-5%	?	-0.4	-3%	4%
O=C(COc1ccccc1)Nc1sc2c(c1C(=O)Nc1ccccc1Cl)CCCCC2	/	-25%	1%	-2%	44%[activator]	-11%	-0.5	-6%	1%
CCc1ccc(CN2CC(C(=O)O)CC2=O)cc1 (configuration not stated)	-3%	0%	37%	-10%	6%[58.9 µM]	-11%	-0.4	-2%	10%
O=C(COC(=O)c1cncc(Br)c1)NC1CCCCCC1	?	-4%	3%	?	78%[activator]	-6%	1.3	-7%	4%
COc1ccc(Nc2cc(C)nc(N3CCN(C(=O)c4ccc5c(c4)OCO5)CC3)n2)cc1	3%	-2%	/	/	28%	-15%	-0.2	/	-5%
CC(Cc1cccs1)NC(=S)Nc1ccc(Cl)c(Cl)c1 (configuration not stated)	-4%	-8%	12%	-2%	19%	32µM*	0.7	-9%	-19%
O=C1COc2ccc(C(=O)C[n+]3cccc(O)c3)cc2N1	-1%	-7%	-2%	-9%	6%	-6%	-0.7	-2%	149%[activator]
CCC1CCCCN1C(=O)Cn1c(=O)n(CCCCCC(=O)NCc2ccc(F)cc2)c(=O)c2sccc21 (configuration not stated)	/	5%	5%	18%	7%	-12%	-0.8	0%	-2%
Cc1c(Cl)c(C(F)F)nn1CC(=O)NC1C(=O)N2C(C(=O)O)=C(CSc3nnnn3C)CSC12 (configuration not stated)	?	?	22µM*	-5%	?	-20%	-0.2	-1%	7%
O=C(NCC1CCCO1)c1cccc(NC(=O)c2cccs2)c1 (configuration not stated)	17%	-20%	44%	-9%	197%[activator]	-4%	0.7	3%	7%
CC(=O)c1ccc(NC(=S)N(Cc2ccccc2)C(C)C2CC2)cc1 (configuration not stated)	0%	-13%	27%	-21%	-9%	-21%	0.1	-8%	5%
O=C(NCc1ccccn1)c1cn(-c2ccccc2)nc1-c1ccc(Cl)cc1	-5%	-8%	-22%	4%	26%	10%	0.2	-6%	/
COc1ccc(N(CC(=O)NCCc2cccc(C)c2)S(=O)(=O)c2c(C)noc2C)cc1	70%[activator]	-12%&0%	14%&22%	-7%&-3%	2%&14%	-22%	0.6&-0.3	1%&-3%	5%&6%
CCC(CC)C(=O)c1c[nH]c(C(=O)NCc2ccccn2)c1	-3%	8%	4%	-4%	35%[activator]	?	-0.2	0%	-2%
COC1C[C@@H](O[C@@H]2C(C)C(=O)OC(C)C(C)C(O)C(C)C(=O)[C@@]3(CO3)CC(C)C(OC3OC(C)CC(N(C)C)C3O)C2C)OC(C)[C@@H]1O (some centres not stated)	-1%	2%[60.1 µM]	/	-7%	/	/	/	-5%	/
CC1CCC(NC(=O)c2cc3c(Cl)nc4ccccc4c3s2)CC1 (configuration not stated)	/	-22%	0%	0%	14%	-16%&-30%	-0.2	-1%	0%
O=C(NCCCN1CCCC1)c1ccc(Cn2c(=S)[nH]c3ccc(Br)cc3c2=O)cc1	-5%	/	-1%	?	/	?	0.3	18%	/
COc1cc2c(cc1NC(=O)COC(=O)[C@@H](NC(=O)c1ccccc1)C(C)C)oc1ccccc12	8%	-14%	5%	24%	22%	-2%	0.7	3%	-2%
O=C(CCc1ccccc1)NNC(=O)Nc1ccc(Br)cc1	-4%	-13%	1%	0%	6%	6%	0.2	-3%	16%
O=C1N/C(=C\c2ccc(O)cc2)C(O)=C1C=NCc1ccccc1	13%	-8%	50%	-6%	20%	-10%	0.2	-3%	2%
COc1ccc(Nc2ncnc3sccc23)c(OC)c1	12%	-16%	21%	-15%	51%[activator]	-23%	-0.5	1%	1%
CN(C)CCCNc1c2c(nc3ccccc13)CCC2	-25%	-2%	14%	2%	-10%	-20%	0.5	71%[activator]	-10%
Cn1c(=O)c2c(ncn2CC(=O)Nc2cc(Cl)cc(Cl)c2)n(C)c1=O	/	-9%	15%	7%	-79%	-2%	2.5	-4%	-10%
Cc1cn(CC(=O)NCCN2CCOCC2)c(=O)[nH]c1=O	/	-7%	/	/	-8%	-7%	/	/	1%
Cc1nn(C)cc1CNC(=O)c1cnn2c(C(F)F)cc(C3CC3)nc12	2%	-8%	6%	3%	15%	13%	1.1	5%	6%
Nc1ncnc2c1ncn2[C@H]1O[C@@H](CSCC[C@@H](N)C(=O)O)[C@H](O)[C@@H]1O	3%	7%[19.4 µM]	/	2%	/	0%	/	/	/
COc1nc(NC(C)=O)nc(C)c1Br	2%	/	50%	-5%	/	0%	0.3	3%	/
O=C(ON=C1CCSCC1)c1ccccc1	/	9%	/	/	-7%	i	/	/	2%
Cc1ccc(-c2cc(=O)c3ccccc3[nH]2)cc1	?	-8%&-12%	-11%	4%[163 µM]	-13%	-5%	-0.4	4%[120 µM]	-6%
Oc1ccc(/C=N/Nc2cc(N3CCCC3)nc(N3CCCC3)n2)cc1O	?	?	?	-20%	?	?	0.3	-24%	1%
Cc1cccc(NCC(=O)NNC(=S)Nc2ccccc2)c1	-2%	-17%	-18%	-22%	188%[activator]	63%[activator]	0.1	2%	2%
CCCSCCCNC(=O)Cn1cc2c(n1)CCCCC2	16%	-10%	23%	-12%	8%	6%[57.4 µM]	-0.2	0%	-14%

Exported in CSV form: part of the list above
smiles,APE1 inh,POLK inh,POLB inh,Anesthetic bind,Pol iota inh,12-LOX inh,TRHR ag,BLM helicase inh,ERG-DNA inh
Cc1nn(C)cc1CNC(=O)c1cnn2c(C(F)F)cc(C3CC3)nc12,2%,-8%,6%,3%,15%,13%,1.1,5%,6%
Nc1ncnc2c1ncn2[C@H]1O[C@@H](CSCC[C@@H](N)C(=O)O)[C@H](O)[C@@H]1O,3%,7%[19.4 µM],/,2%,/,0%,/,/,/
COc1nc(NC(C)=O)nc(C)c1Br,2%,/,50%,-5%,/,0%,0.3,3%,/
